Screens as filed in PubChem.
KCNK3 block: human KCNK3 channel inhibitors, primary screen, CHO cells, FluxOR thallium flux, B-score. FluxOR fluorescence; stronger effect = lower value. B-score at 10 µM. 0.84% of 340,000 active;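 active = B-score under library mean minus 4 SD, starting fluorescence ratio at most library mean plus 5 SD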;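 also: more negative B-score means stronger inhibition of thallium flux through KCNK3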
Target sequence (O14649 whole entry, looked up): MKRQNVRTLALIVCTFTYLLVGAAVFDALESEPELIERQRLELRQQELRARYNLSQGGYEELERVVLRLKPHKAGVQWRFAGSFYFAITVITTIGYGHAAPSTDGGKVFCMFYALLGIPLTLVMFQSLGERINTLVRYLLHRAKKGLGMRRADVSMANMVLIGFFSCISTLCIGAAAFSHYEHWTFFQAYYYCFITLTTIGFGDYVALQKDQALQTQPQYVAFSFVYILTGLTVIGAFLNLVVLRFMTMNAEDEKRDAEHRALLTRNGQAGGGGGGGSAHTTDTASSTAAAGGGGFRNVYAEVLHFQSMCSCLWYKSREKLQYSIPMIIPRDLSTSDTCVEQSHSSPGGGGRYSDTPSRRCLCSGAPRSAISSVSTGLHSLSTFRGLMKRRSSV
RGS4 pot: RGS4 potentiators or activators, primary screen, cell-based, HEK293 M3R inducible RGS4, calcium flux. carbachol calcium flux Fluo4; stronger effect = lower value. B-score at 10 µM. 0.92% of 310,000 active. AID 463111, 2010;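 active = B-score of the integrated calcium signal more than 4 SD below the library mean, with starting fluorescence not abnormally high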;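 also: negative B-score means reduced calcium response which marks RGS4 activation or potentiation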
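Reagent: ECmax carbachol challenge; Test system: M3R-expressing HEK293 line, RGS4 induced by doxycycline; Schedule: overnight RGS4 induction, 30 min dye load 37 °C, 20 min compound RT; Detection: calcium dye Fluo4 fluorescence; Read-out: Agonist-evoked peak-minus-minimum fluorescence over baseline, integrated ratio, B score.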
KCNQ1 act: potentiators or activators of KCNQ1 channel, primary screen, cell-based, thallium flux, high-throughput; Potassium voltage-gated channel subfamily KQT member 1 (Homo sapiens), P51787; CHO-K1 KCNQ1, thallium flux FluxOR fluorescence; stronger effect = higher value; B-score at 10 µM; 0.35% of 310,000 active; AID 2648, 2010;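 active = fluorescence ratio B-score, a plate-corrected score, at least three library SD, with initial intensity B-score within 5 SD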
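assay system = KCNQ1-transfected CHO-K1 cells | medium = assay buffer with matched DMSO | probe or stimulus = depolarizing K+/Tl+ stimulus, K2SO4 and Tl2SO4 each 12.5 mM in 5x stock | dosing = single dose | incubation = dye 90 min, compound 20 min, room temperature | detection = kinetic FluxOR fluorescence, 10 s baseline plus 110 s post-stimulus | evaluation = ratio B score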
ANO1 block: TMEM16A chloride channel inhibitors, primary screen, cell-based, HTS | normalized B-score (activity score, 25-100; higher = stronger inhibition) at 10 µM | AID 588511, 2011 | 1.2% of 310,000 active | HEK293 TMEM16A/YFP iodide influx fluorescence, ionomycin | Anoctamin-1 (Mus musculus), Q8BHY3;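 active = ratio plate-corrected score three or more library SD toward inhibition, starting fluorescence score within five deviations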;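 also: score derived from kinetic fluorescence span divided by baseline fluorescence per well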
HDAC3 inh: HDAC3 deacetylase inhibitors, primary screen, biochemical, fluorescence, cell-free homogeneous; Histone deacetylase 3 (Homo sapiens), O15379; recombinant HDAC3, fluorogenic peptide/trypsin coupled; inhibition, % at 8.3 µM; 0.15% of 320,000 active; AID 2718, 2010; in the data active = inhibition above about 26%, passing the limit was not always enough
Target sequence (O15379 whole entry, looked up): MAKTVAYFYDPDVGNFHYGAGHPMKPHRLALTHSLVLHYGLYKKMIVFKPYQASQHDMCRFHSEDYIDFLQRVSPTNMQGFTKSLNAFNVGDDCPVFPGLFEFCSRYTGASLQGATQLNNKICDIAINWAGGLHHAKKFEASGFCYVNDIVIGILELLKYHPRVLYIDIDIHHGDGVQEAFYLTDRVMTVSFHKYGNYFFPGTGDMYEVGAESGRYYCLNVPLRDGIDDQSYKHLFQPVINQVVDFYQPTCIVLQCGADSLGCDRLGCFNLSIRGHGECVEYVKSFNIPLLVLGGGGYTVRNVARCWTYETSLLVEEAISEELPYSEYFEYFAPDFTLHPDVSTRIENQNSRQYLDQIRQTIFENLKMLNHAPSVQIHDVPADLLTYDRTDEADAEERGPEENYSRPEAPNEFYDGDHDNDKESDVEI
KCNK9 inh: KCNK9 potassium channel inhibitors, primary screen, HEK293 cells, thallium flux. Potassium channel subfamily K member 9 (Homo sapiens), Q9NPC2. FluxOR thallium flux fluorescence; stronger effect = lower value. B-score at 10 µM. 1.2% of 310,000 active;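 active = ratio B-score over 3 SD below the library mean, with starting fluorescence within 5 SD of its mean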;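 also: negative B-score means less thallium flux so channel inhibition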
SKKanGAS inh: S. pyogenes SKKanGAS growth inhibitors in kanamycin, primary screen, streptokinase expression inhibitor project, SKKanGAS strain, BacTiter-Glo luminescence; 6 h; inhibition, % at 7.5 µM; 1.3% of 300,000 active; AID 1662, 2009;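 active = mean replicate score, as percent of positive control median, at least 50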;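 also: strain carries kanamycin resistance gene driven by streptokinase promoter and grows in 40 µg/ml kanamycin; loss of luminescence reflects streptokinase promoter inhibition or plain growth inhibition; 0% = median of DMSO wells and 100% = positive control at its reference dose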
RGS4 inh: RGS4 inhibitors, primary screen, cell-based, HEK293 M3R inducible RGS4, calcium flux. Regulator of G-protein signaling 4 (Homo sapiens), P49798. Fluo-4 calcium flux; stronger effect = higher value; triggered by carbachol at its EC20. 0.45% of 310,000 active. B-score at 10 µM;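 active = B-score, a plate-corrected calcium signal, over three deviations above library mean, with baseline fluorescence within five deviations of library mean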;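 also: RGS4 expression induced by doxycycline in cells with stable M3 receptor; B-score is computed from the integrated fluorescence ratio over baseline after carbachol; higher B-score means a larger calcium signal and so more RGS4 inhibition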
Target sequence (P49798 whole entry, looked up): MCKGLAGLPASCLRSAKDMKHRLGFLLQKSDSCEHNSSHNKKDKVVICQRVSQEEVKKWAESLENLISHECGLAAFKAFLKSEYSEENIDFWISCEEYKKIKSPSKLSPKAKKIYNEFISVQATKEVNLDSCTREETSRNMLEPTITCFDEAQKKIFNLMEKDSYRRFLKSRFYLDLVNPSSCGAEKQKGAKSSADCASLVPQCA
KCNQ1 block: inhibitors of human KCNQ1 channel, primary screen, cell-based, thallium flux, high-throughput; Potassium voltage-gated channel subfamily KQT member 1 (Homo sapiens), P51787; CHO-K1 KCNQ1, FluxOR thallium flux fluorescence; stronger effect = higher value; B-score at 10 µM; 1.3% of 310,000 active; AID 2642, 2010;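 active = compounds whose thallium flux B-score, printed positive for inhibition, exceeds three library SD while starting fluorescence stays within three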;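 also: channel opened by potassium depolarization with thallium stimulus after 20 min compound exposure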
hERG rescue: hERG rescue from dofetilide block, primary screen, cell-based, CHO-hERG, FluxOR thallium flux, dofetilide IC70. dofetilide IC70 present. activation (rescue from dofetilide block), less the hit threshold, % at 10 µM. 0.51% of 310,000 active;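 active = activation above the mean of controls blocked by dofetilide plus 5 SD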;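 also: thallium influx through hERG after potassium depolarization seen as dye fluorescence rise; in these data hits start at about 4.7%; inactives centre near -7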
ANO1 activ: TMEM16A chloride channel activators or potentiators, primary screen, cell-based, HTS; B-score at 10 µM; Anoctamin-1 (Mus musculus), Q8BHY3; HEK293 TMEM16A/YFP-H148Q/I152L, iodide quench fluorescence; stronger effect = lower value; 0.3% of 340,000 active; AID 623877, 2012;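 active = fluorescence-ratio B-score plate-corrected deviation score at least 3 library SD below zero, with starting fluorescence score within 5 deviations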;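 also: channel opened by trigger with iodide after compound preincubation; score built on the fluorescence ratio of max minus min over baseline; more negative score means more quench and so TMEM16A activation or potentiation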
Numbers without * were called inactive; i = inactive; . = not tested or not shown.

SMILES	KCNK3 block	RGS4 pot	KCNQ1 act	ANO1 block	HDAC3 inh	KCNK9 inh	SKKanGAS inh	RGS4 inh	KCNQ1 block	hERG rescue	ANO1 activ
CCn1c(=O)c(=O)n(CC)c2cc(S(=O)(=O)Nc3ccc(C)cc3)ccc21	i	i	i	i	15	i	0	i	i	-8	i
Cn1c(=O)c2c(nc(Br)n2CC(=O)c2cccs2)n(C)c1=O	i	i	i	i	0	i	-21	i	i	-3	i
COc1ccc(S(=O)(=O)NCCc2cn3nc(C)c(C)nc3n2)cc1	i	i	i	i	-23	i	-5	i	i	-7	i
CC1(C)CC(=O)c2c(O)cc(OCC(=O)Nc3ccc(CCO)cc3)cc2O1	i	i	i	i	5	i	0	i	i	-8	i
O=S(=O)(c1ccccc1)N1CCC(N2CCCCCC2)CC1	i	i	i	i	3	i	-4	i	i	-14	i
Cc1ccc(C(=O)Nc2nc3nc(-c4ccccc4)cc(=O)n3[nH]2)cc1	i	i	i	i	4	i	21	i	i	-5	i
CC(C)c1cc(-c2cc(-c3ccc(Cl)cc3)on2)nc(NC2CCCC2)n1	i	i	i	i	5	i	27	i	i	-6	i
CC(C)Cc1ccc(/C=C/C(=O)N2CCOCC2)cc1	i	i	i	i	9	i	17	i	i	-1	i
CC(=O)N1CCN(c2ncnc3sc(-c4ccccc4)cc23)CC1	i	i	i	i	-3	i	6	i	i	-7	i
Nc1cc(N)nc(SCc2cc([N+](=O)[O-])cc3c2OCOC3)n1	i	i	i	i	.	i	7	i	i	-8	i
O=C(O)CCC(=O)N(Cc1ccccc1)Cc1ccccc1	i	i	i	i	-2	i	2	i	i	-7	i
N#Cc1nc(-c2ccccc2F)oc1NCc1cccc2c1OCO2	i	i	i	i	-10	i	-6	i	i	-4	i
CC(C)N1CC2=C(OC(N)=C(C#N)C2c2cccnc2)/C(=C/c2cccnc2)C1 (configuration not stated)	i	i	i	i	7	i	-2	i	i	-14	i
NC(=S)N/N=C/c1cccc(Br)c1	i	i	i	i	-2	i	-2	i	i	-10	i
O=C(CSc1n[nH]c(=O)[nH]c1=O)N1CCCCCC1	i	i	i	i	13	i	-1	i	i	-13	i
COC(=O)C1=C2SCC(=O)N2C(N)=C(C#N)C1	i	i	i	i	-4	i	4	i	i	-8	i
CC(=O)c1c(C)[nH]c(C(=O)Nc2nc(-c3ccc(-c4ccccc4)cc3)cs2)c1C	i	i	i	i	-1	i	52*	i	8*	-29	i
O=C(CCCCn1c(=O)[nH]c2ccccc2c1=O)N1CCN(c2ncccn2)CC1	i	i	i	i	-12	i	0	i	i	-7	i
Cn1cnnc1SCC(=O)Nc1sccc1C#N	i	i	i	i	11	i	-14	i	i	-4	i
COc1ccc(CSc2nc3ccccc3c(=O)n2CCCN2CCOCC2)cc1F	i	i	i	i	5	i	7	i	i	-25	i
CC(=O)c1ccc(N2CCC(c3cc(-c4ccc(Cl)cc4Cl)n[nH]3)CC2)c([N+](=O)[O-])c1	i	i	i	i	3	i	80*	i	i	-12	i
CCOP(=O)(OCC)/C(C#N)=C/c1ccc([N+](=O)[O-])cc1	i	i	i	i	2	i	2	7.4*	i	-13	i
CCc1nnc(NC(=O)CCC(=O)N2CCN(CCOc3ccc(C)cc3)CC2)s1	i	i	i	i	3	i	3	i	i	-5	i
Cc1c(C)n(CC(O)CN2CCN(C)CC2)c2ccccc12 (configuration not stated)	i	i	i	i	-6	i	-2	i	i	-7	i
O=C(NNC(=S)Nc1ccc(Br)cc1)c1ccccc1	i	i	i	i	1	i	7	i	i	-9	i
Next entries follow:
SMILES	KCNK3 block	RGS4 pot	KCNQ1 act	ANO1 block	HDAC3 inh	KCNK9 inh	SKKanGAS inh	RGS4 inh	KCNQ1 block	hERG rescue	ANO1 activ
CCOC(=O)/C(C#N)=C/Nc1ccccc1OC(F)(F)F	i	i	i	i	1	i	-2	i	i	-10	i
CC1=C(C(=O)OCc2ccccc2)C(c2ccccn2)c2c(n(C)c(=O)n(C)c2=O)N1 (configuration not stated)	i	i	i	i	-5	i	-8	i	i	-6	i
Cc1c(NC(=O)COc2ncnc3c(Cl)cc(Cl)cc23)c(=O)n(-c2ccccc2)n1C	i	i	i	i	0	i	-13	i	i	-11	i
COc1cc2c(cc1OC)CN(C1CC(=O)N(c3c(C)cccc3C)C1=O)CC2 (configuration not stated)	i	i	i	i	.	i	-7	i	i	-11	i
CCc1ccc(S(=O)(=O)NCCc2cn3ccc(C)cc3n2)s1	i	i	i	i	.	i	0	i	i	-7	i
CC(C)(C)c1ccc(NC(=O)CC2(C(F)(F)F)OCCO2)cc1	i	i	i	i	.	i	-6	i	i	-2	i
C=CCn1c(=O)c2ccccc2n2c(SCc3c(C(=O)OCC)oc4ccccc34)nnc12	i	i	i	i	4	i	-4	i	i	-14	i
Cc1sc(NC(=O)Cc2ccc3c(c2)OCO3)nc1-c1ccc2c(c1)CCN2C(=O)c1cccc(F)c1	i	i	i	i	.	i	30	i	i	-8	i
CCOC(=O)c1ccccc1NC(=O)CN(c1ccccc1)S(=O)(=O)N(C)C	i	i	i	i	7	i	2	i	i	-1	i
Cc1nc2sc(-c3ccccc3)cc2c(=O)n1-n1cccc1	i	i	i	i	4	i	-8	i	i	-5	i
CCn1nc(C)c(/C=N\NC(=O)c2cccc(OC)c2)c1C	i	i	i	i	4	i	1	i	i	-9	i
O=C(CC(Nc1ccc(Cl)cc1Cl)C(=O)O)c1ccccc1 (configuration not stated)	i	i	i	i	.	i	-5	i	i	-16	i
COc1ccccc1OCCNC(=O)C1CC(=O)N(c2cccc(SC)c2)C1 (configuration not stated)	i	i	i	i	.	i	0	i	i	-11	i
CCOc1ccc(NC(=O)C2CCN(S(=O)(=O)c3ccc4c(c3)N(C(C)=O)CCO4)CC2)cc1	i	i	i	i	-6	i	-2	i	i	-6	i
O=C1CN(C(=O)CNCc2ccccc2)c2ccccc2N1	i	i	i	i	-4	i	-3	i	i	-7	i
COC(=O)c1cc(C(=O)c2cccc(Cl)c2Cl)cn1C	i	i	i	i	4	i	10	i	i	-21	i
COC(=O)CN(c1cc(Cl)ccc1OC)S(=O)(=O)c1ccc(OC)c(OC)c1	i	i	i	i	8	i	-9	i	i	-16	i
COC(=O)C1C(O)=C(C(C)=Nc2cccc3ccccc23)C(=O)CC1(C)C (configuration not stated)	i	i	i	i	0	i	-1	i	i	-14	i
C(=N\Nc1nc(N2CCCCC2)nc(N2CCCCC2)n1)/c1c[nH]c2ccccc12	i	i	i	i	.	i	-7	i	i	-13	i
CCN(CC)CC(=O)NCC1(c2ccccc2)CCOCC1	i	i	i	i	0	i	-4	i	i	-9	i
Cc1cc(NC(=O)CCC(=O)N(CCC(C)C)C(C(=O)NC2CCCC2)c2ccccc2C)no1 (configuration not stated)	i	i	i	i	5	i	-2	i	i	0	i
COc1ccc(C2CC(c3ccccc3)=NN2C(=O)c2ccc(F)cc2)cc1 (configuration not stated)	i	i	i	i	7	i	25	i	i	-10	i
CC[n+]1c(/C=C/Nc2ccccc2)oc2ccccc21	i	i	i	i	6	i	-4	i	i	-9	i
O=C(CN1CCCc2ccccc21)N/N=C/c1ccccc1O	i	i	i	i	4	i	15	i	i	-3	i
Cc1cccc(NC2=NC3(CCCCC3)N=C(N)N2)c1C	i	i	i	i	-6	i	-8	i	i	-1	i
O=C(CCc1c[nH]c2ccccc12)NCc1ccco1	i	i	i	i	-6	i	-1	i	i	-8	i
N#Cc1c(Cn2cncn2)nc(=O)n(-c2ccc(Cl)cc2)c1N	i	i	i	i	0	i	-1	i	i	-5	i
Cc1cc(S(=O)(=O)N2CCOCC2)ccc1OCC(=O)NCCCn1ccnc1	i	i	i	i	5	i	-1	i	i	3	i

A stretch taken from the entries so far, as a working copy:
SMILES	KCNK3 block	RGS4 pot	KCNQ1 act	ANO1 block	HDAC3 inh	KCNK9 inh	SKKanGAS inh	RGS4 inh	KCNQ1 block	hERG rescue	ANO1 activ
CC1(C)CC(=O)c2c(O)cc(OCC(=O)Nc3ccc(CCO)cc3)cc2O1	i	i	i	i	5	i	0	i	i	-8	i
O=S(=O)(c1ccccc1)N1CCC(N2CCCCCC2)CC1	i	i	i	i	3	i	-4	i	i	-14	i
Cc1ccc(C(=O)Nc2nc3nc(-c4ccccc4)cc(=O)n3[nH]2)cc1	i	i	i	i	4	i	21	i	i	-5	i
CC(C)c1cc(-c2cc(-c3ccc(Cl)cc3)on2)nc(NC2CCCC2)n1	i	i	i	i	5	i	27	i	i	-6	i
CC(C)Cc1ccc(/C=C/C(=O)N2CCOCC2)cc1	i	i	i	i	9	i	17	i	i	-1	i
CC(=O)N1CCN(c2ncnc3sc(-c4ccccc4)cc23)CC1	i	i	i	i	-3	i	6	i	i	-7	i
Nc1cc(N)nc(SCc2cc([N+](=O)[O-])cc3c2OCOC3)n1	i	i	i	i	.	i	7	i	i	-8	i
O=C(O)CCC(=O)N(Cc1ccccc1)Cc1ccccc1	i	i	i	i	-2	i	2	i	i	-7	i
N#Cc1nc(-c2ccccc2F)oc1NCc1cccc2c1OCO2	i	i	i	i	-10	i	-6	i	i	-4	i
CC(C)N1CC2=C(OC(N)=C(C#N)C2c2cccnc2)/C(=C/c2cccnc2)C1 (configuration not stated)	i	i	i	i	7	i	-2	i	i	-14	i
NC(=S)N/N=C/c1cccc(Br)c1	i	i	i	i	-2	i	-2	i	i	-10	i
